Bioassay records from PubChem BioAssay.
MBNL1 CUG block = inhibitors of human MBNL1 binding to CUG repeat RNA; Q9NR56; 280,000 compounds, 0.036% hits; TR-FRET MBNL1-His/biotin-(CUG)12 binding, 665/545 ratio; Potency, µM (series often up to 57.5 µM), for the others: top-dose activity change, negative = inhibition, most hits filed as inhibitors; active = well fitted inhibition curve with a large enough effect in the signal ratio, with a control signal flat, not every such curve was filed as active; inconclusive = small, poorly fitted or top-dose-only effect, or effect the other way, or a change in a side signal; inactive = no such curve, though single readings can be large or run the other way; the % refers to the signal ratio; note: % is set by controls: 0 for no effect and ±100 for the full control effect
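MBNL1-His + Biotin-(CUG)12, cpd titration 92 nM–58 uM; Tb anti-His Ab 0.055 ng/ul, SA-XL665 5 nM (final); 60 min RT; ratiometric 665/545 nm, Ex 340 nm; normalized to buffer and full-complex controls.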
VP16 counter = inhibits Gal4-VP16 luciferase reporter, ROR gamma counter-screen. Drosophila S2 Gal4-VP16 UAS-luciferase, luminescence, 20 h. Potency, µM (highest dose often 53.6 µM), without a hit: at the top dose activity, negative = inhibition, most hits filed as inhibitors. 310,000 compounds, 3.5% hits. AID 2546;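 note: Gal4-VP16 expression switched on by copper sulfate through the metallothionein promoter; % is set by controls: 0 for no effect and ±100 for the full control effect; nearly all actives have a fitted effect of over 50% in size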
uPA generation = inhibitors of cell surface uPA generation | AID 540303 | cell surface uPA generation assay, qHTS | 330,000 compounds, 0.31% hits | Potency, µM (doses to about 38.3 µM), inactives show at the top dose activity change, negative = inhibition, hits mostly inhibitors; active = well fitted inhibition curve with a large enough effect; inconclusive = small, poorly fitted or top-dose-only effect; inactive = no such curve, though single readings can be large or run the other way; tested in mouse RAW 264.7 cells; note: % is set by controls: 0 for no effect and ±100 for the full control effect; nearly all actives have a fitted effect of over 55% in size
p53 reactivator = re-activators of mutant p53 | H1299 p53-A138V BP100-luciferase reporter, luminescence, 24 h | Potency, µM (top dose mostly 92.2 µM), inactives show top-dose activity change, positive = activation, usual class: activators | 320,000 compounds, 0.063% hits; note: % of control where 0% means no effect; nearly all actives have a fitted effect of over 45% in size
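p53-null H1299 cells stably carrying temperature-sensitive p53-A138V and a BP100-luciferase reporter were pinned with compounds (4-point, 1:5 series) and held 24 hrs at 37 deg C. Luminescence was read 10 min after detection reagent.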
Rab9 promoter act = activators of Rab9 promoter | Huh7 Rab9 promoter-luciferase reporter, luminescence, 24 h | Potency, µM (highest dose often 9.22 µM), inactives show top-dose activation, negative = inhibition, hits mostly activators | 320,000 compounds, 2.8% hits | AID 485297; note: % of control where 0% means no effect; nearly all actives have a fitted effect of over 60% in size
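Luminescence from Amplite-detected luciferase (10 minutes, ambient) reports Rab9 promoter activation. Before that, stable Rab9-luciferase Huh7 cells (1500/well, reduced-serum OP-MEM I plus 10% FBS) were exposed to compound for 24 hours at 37C.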
RORg inh = blocks mouse ROR gamma transcriptional activity; P51450; Drosophila S2 Gal4-RORgamma UAS-luciferase reporter, 20 h; Potency, µM (highest dose often 53.6 µM), without a hit: at the highest dose activity change, negative = inhibition, usual class: inhibitors; 310,000 compounds, 5.4% hits; AID 2551; note: % is set by controls: 0 for no effect and ±100 for the full control effect; nearly all actives have a fitted effect of over 60% in size
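Using a luciferase readout, inhibitors were identified by reduced reporter activity in Drosophila cells coexpressing a copper-inducible Gal4–ROR gamma fusion and UAS-driven Photinus luciferase, incubated 20 hr after 700 uM copper sulfate.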
NPC1 prom act = NPC1 promoter activation. Potency, µM (series often up to 9.22 µM), for the others: at the highest dose activation, actives largely listed as activators. 320,000 compounds, 2.4% hits. Huh7 NPC1 promoter luciferase reporter, 24 h. AID 485313;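 note: % of control where 0% means no effect; nearly all actives have a fitted effect of over 60% in size; reporter is driven by a mutant NPC1 promoter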
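Cells: Huh7 expressing luciferase under the NPC1 promoter, 1500/well. Seeded 2 h, compound added, incubated 24 h at 37 °C. Luciferase reagent, 10 min ambient, then luminescence.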
BRCA1 expr act = activators of BRCA1 expression; Potency, µM (doses to about 46.1 µM), inactives show at the top dose activation, most hits filed as activators; 380,000 compounds, 1.1% hits; AID 624202; MCF7-BRCA1-FFLuc reporter, luminescence, 48 h; response scale: scaled: vehicle 0%, 10 µM genistein 100%; note: nearly all actives have a fitted effect of over 80% in size; some results filed as inactive show a strong effect at the top dose
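Luminescence from a BRCA1-driven firefly luciferase in MCF7 cells was read after 48 h compound exposure at 37 C. Data normalized against DMSO and a 10microM genistein activation control, then curve-fitted across the titration.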
ELG1 genotoxic = induces genotoxicity in HEK293T cells with luciferase-tagged ELG1 | 330,000 compounds, 1.3% hits | HEK293T ELG1-luciferase reporter, luminescence, 16 h | Potency, µM (doses to about 46 µM), inactives show top-dose activity change, positive = activation, actives largely listed as activators; note: % of control where 0% means no effect; nearly all actives have a fitted effect of over 60% in size
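Luminescence read-out: rising ELG1-luciferase signal, reflecting elevated ELG1 protein under genetic stress, flags genotoxic compounds. Cells were treated for 16 hr at 37 °C before ONE-Glo detection.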
MLL CXXC-DNA inh = blocks binding of human MLL CXXC domain to DNA | MLL-CXXC / FITC-HOXA9 DNA fluorescence polarization | Potency, µM (series often up to 115 µM), inactives show top-dose activity change, negative = inhibition, most hits filed as inhibitors | 290,000 compounds, 0.037% hits | AID 2662; active = well fitted inhibition curve with a large enough effect in the polarisation, with a control signal flat, not every such curve was filed as active; inconclusive = small, poorly fitted or top-dose-only effect, or effect the other way, or a change in a side signal; inactive = no such curve, though single readings can be large or run the other way; the % refers to the polarisation
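Fluorescence polarization: 7 uM MLL-CXXC (stock) preincubated 5 min with compounds, then 50 nM fluorescein-HOX-A9 DNA (stock) added; 30 min ambient. Buffer 50 mM Tris-HCl pH 7.5, 50 mM NaCl, 1 mM DTT, 0.05% BSA.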
FLuc counter = firefly luciferase modulation, counter-screen for miR-21 project | 360,000 compounds, 6.9% hits | Potency, µM (series often up to 57.5 µM), for inactives: top-dose activity change, negative = inhibition, usual class: inhibitors | P08659 | purified FLuc, Km substrates, luminescence inhibition;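 note: plate controls were vehicle for no effect and reference inhibitor for full effect; nearly all actives have a fitted effect of over 55% in size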
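Biochemical qHTS of compounds, final roughly 60 µM downward over six points, against 10 nM purified firefly luciferase using Km concentrations of substrates (10 uM D-luciferin, 10 uM ATP) in Tris acetate pH 7.5 buffer; luminescence output.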
Starred values were filed as active, the others as inactive; ? = inconclusive; . = not tested or not shown; [ ] = another dose, or the depositor's remark. Unless noted, calls come from the whole dose curve; as a rule, active = well fitted curve in the direction sought with a large enough effect; inconclusive = small, poorly fitted or top-dose-only effect, or another doubt; inactive = no such curve, though single readings can be large; an effect the other way counts as inactive or inconclusive. Potency is the fitted concentration of half-maximal effect. The list is partial, so the mix of outcomes need not match the whole.

Sequence of screens – MBNL1 CUG block, VP16 counter, uPA generation, p53 reactivator, Rab9 promoter act, RORg inh, NPC1 prom act, BRCA1 expr act, ELG1 genotoxic, MLL CXXC-DNA inh, FLuc counter
- CCC(=O)Nc1ccc(NC(=O)CN2CCCC(C)C2)c(Cl)c1 (configuration not stated)
    4%, 11%, 4%, 16%, 7%, 1%, 3%, 14%, 2%, 1%, ?
- CC(=O)Nc1ccc(Cl)c(-c2nc3ncccc3o2)c1
    6%, -10%, 0%, -8%, -6%, -6%, 0%, -22%, 3%, -1%, 1%
- CN(C)S(=O)(=O)c1ccc(C(=O)NCc2nnc(SCC(=O)Nc3ccc(F)cc3)n2-c2ccc(F)cc2)cc1
    ?, -10%, 1%, -11%, -1%, 23%, -1%, -8%, -1%, -10%, -1%
- COc1ccc(NC(=O)c2ccccc2CC[N+](=O)[O-])cc1
    ., -9%, -2%, 5%, 15%, 39%, -30%[inhibitor], 31%, 5%, 5%, 1%
- Cc1ccccc1NC(=O)c1ocnc1C
    -2%, -9%, 9%, 4%, 0%, -15%, -1%, -7%, 3%, 0%, 2%
- Cc1cc(C)n(-c2ccc(NC(=O)C3CCN(Cc4cnc(C)s4)CC3)cc2)n1
    -2%, 1%, -2%, -5%, 0%, 21%, 0%, -34%, -7%, -4%, 1%
- COc1ccc2c(c1)CC/C(=C\C=C\c1ccccc1)C2=O
    19%, -15%, -1%, ?, 8%, -19%, 18%, ?, 9%, -6%, 2.7µM*
- CC(=O)c1sc(N/N=C/c2cccc(O)c2)nc1C
    ?, 3%, ?, 20%, ?, 29%, 10%, 25%, ?, 18%, 9.5µM*
- Nc1nonc1C(=O)NCCNc1ncccc1[N+](=O)[O-]
    ?, 13%, 1%, 4%, -1%, 1%, -4%, 33%, 2%, -25%, -1%
- Oc1ccc(CN2CCCc3ccccc32)c2cccnc12
    10%, 13µM*, -9%, -17%, -20%, 7.9µM*, -12%, -84%, -4%, ?, 3%
- N#Cc1ccc(-c2cccnc2)nc1SCc1ccc(Cl)cc1Cl
    -4%, ?, -9%, 23%, 0%, ?, -1%, -23%, 0%, 5%, 7%
- Cc1cccc(C(=O)NCc2nnc(SCC(=O)NC(C)c3ccccc3)n2C)c1 (configuration not stated)
    -8%[11.5 µM], -1%, 1%, -8%, 0%, 30%, 1%, -4%, 1%, 1%, 5%
- Cc1ccc2oc(C(=O)N3CCC(N4CCSCC4)CC3)c(C)c2c1
    -7%, -1%, 1%, 5%, 1%, 24%, -12%, 6%, 2%, 17%, 3%
- COc1ccc2sc(N(CCCN(C)C)C(=O)c3ccc(S(=O)(=O)N(C)C4CCCCC4)cc3)nc2c1
    ., ., -6%, 2%, 2%, ., -4%, -18%, 27%, ., 1%
- C/C(=C\C(=O)O)C(=O)Nc1nccs1
    1%, 6%, 3%, -4%, 0%, -1%, -1%, -5%, -1%, 2%, 0%
- CCOC(=O)c1c(C)[nH]c(C)c1C(=O)COC(=O)c1c(OC)cccc1OC
    1%, 6%, 9%, -15%, -1%, -35%, -2%, -55%, -1%, -12%, -2%
- CCOc1ccc(CN2CCN(Cc3ccsc3)C(CCO)C2)cc1CO (configuration not stated)
    -8%, 2%, -1%, -2%, -8%, 36%, -1%, -16%, -1%, 8%, -3%
- CCc1c(C)nc2ncnn2c1N1CCCC(C(=O)NCc2ccco2)C1 (configuration not stated)
    -4%, ?, ., 0%, -7%, -2%, -2%, -24%, 1%, -2%, 2%
- O=C(NCc1ccccc1)N1CCOCC1
    ., -13%, 3%, 6%, -4%, 4%, 0%, -2%, -2%, -4%, -2%
- COC(=O)CN(c1cc(C(F)(F)F)ccc1Cl)S(C)(=O)=O
    -5%, -1%, 8%, 1%, 5%, -2%, 3%, 0%, -3%, -6%, 0%
- CC1(C)NC(=O)N(CC(=O)N2CCN(c3ccc([N+](=O)[O-])cc3)CC2)C1=O
    ., ., 18%, 0%, 0%, ., 1%, -15%, -2%, ., 0%
- CCCOc1ccc(Cc2c(COCC)[nH]c(=S)[nH]c2=O)cc1
    8%, -4%, 3%, 1%, -5%, -13%, -1%, -7%, 3%, 3%, -1%
- CCC(C(=O)NC1CCCC1)N(C(=O)Cn1nnc(-c2ccc(OC)c(OC)c2)n1)C1CCCCC1 (configuration not stated)
    7%, 2%, ., -7%, 2%, -19%, 1%, -25%, 3%, -23%, -1%
- Cn1c(=O)c([N+](=O)[O-])c(N2CCSCC2)c2ccccc21
    ., ?, -8%, 1%, 1%, 14%, -4%, -7%, 0%, 5%, -2%
- O=C(CN1CC[n+]2c(-c3cccs3)csc21)c1ccc(-c2ccccc2)cc1
    ?, -23%, -7%, 1%, 2%, 5%, -1%, -25%, -16%, 16%, -6%
- Cc1ccc(C(=O)c2ccccc2C(=O)OCC(=O)Nc2ccc(SC(F)F)cc2)cc1
    ., ?, -25%, 13%, -1%, -6%, 0%, -52%, -9%, ?, -19%
- CCOc1ccc(NC(=O)C2CCN(C(=O)NC3CCCCC3)CC2)cc1
    -10%, 22%, 3%, 6%, -1%, 5%, -1%, 2%, -3%, -2%, 1%
- CCCCN(C(=O)c1ccc2c(c1)OCO2)c1ccccc1
    7%, -2%, 2%, 0%, 2%, -18%, -2%, -18%, -2%, -10%, 7%
- CCOc1cc(S(=O)(=O)N2CCCC2)ccc1Cl
    -6%, -3%, 16%, -5%, 17%, 0%, 1%, 0%, 3%, -11%, -1%
- c1ccc(C2=NC(c3ccccc3)N=C(c3ccccc3)N2)cc1
    4%, -4%, 6%, -10%, -5%, -6%, -2%, -11%, 1%, -3%, -1%
- COc1ccc(/C=N\NC(=O)c2ccccc2[N+](=O)[O-])cc1COc1c(F)c(F)c(F)c(F)c1F
    0%, -13%, -1%, -6%, -8%, 18%, -27%, -8%, -1%, 0%, 1%
- CCOC(=O)C(C)Sc1nc2c(cnn2-c2ccc(C)cc2)c(=O)[nH]1 (configuration not stated)
    4%, -1%, -9%, -2%, -4%, ?, -2%, -66%, -3%, -6%, 1%
- CC(OC(=O)CNC(=O)c1ccccc1F)C(=O)Nc1nc(-c2ccccc2)cs1 (configuration not stated)
    1%, -6%, 0%, ?, ?, 1%, ?, 6.3µM*, ?, -6%, ?
- O=C(/C=C/c1ccc(Br)o1)OCc1ccccc1
    1%, 17%, 1%, 0%, 0%, 23%, -3%, -20%, 7%, 2%, ?
- COc1nc(-c2ccccc2)ccc1-c1noc(-c2ccccc2F)n1
    9%, -5%, 8%, ?, ?, 4%, ?, 104%, ?, -5%, 5.4µM*

Four entries from above, with each value named:
Compound: Nc1nonc1C(=O)NCCNc1ncccc1[N+](=O)[O-]
  MBNL1 CUG block = ?
  VP16 counter = 13%
  uPA generation = 1%
  p53 reactivator = 4%
  Rab9 promoter act = -1%
  RORg inh = 1%
  NPC1 prom act = -4%
  BRCA1 expr act = 33%
  ELG1 genotoxic = 2%
  MLL CXXC-DNA inh = -25%
  FLuc counter = -1%
Compound: Oc1ccc(CN2CCCc3ccccc32)c2cccnc12
  MBNL1 CUG block = 10%
  VP16 counter = 13µM*
  uPA generation = -9%
  p53 reactivator = -17%
  Rab9 promoter act = -20%
  RORg inh = 7.9µM*
  NPC1 prom act = -12%
  BRCA1 expr act = -84%
  ELG1 genotoxic = -4%
  MLL CXXC-DNA inh = ?
  FLuc counter = 3%
Compound: N#Cc1ccc(-c2cccnc2)nc1SCc1ccc(Cl)cc1Cl
  MBNL1 CUG block = -4%
  VP16 counter = ?
  uPA generation = -9%
  p53 reactivator = 23%
  Rab9 promoter act = 0%
  RORg inh = ?
  NPC1 prom act = -1%
  BRCA1 expr act = -23%
  ELG1 genotoxic = 0%
  MLL CXXC-DNA inh = 5%
  FLuc counter = 7%
Compound: Cc1cccc(C(=O)NCc2nnc(SCC(=O)NC(C)c3ccccc3)n2C)c1 (configuration not stated)
  MBNL1 CUG block = -8%[11.5 µM]
  VP16 counter = -1%
  uPA generation = 1%
  p53 reactivator = -8%
  Rab9 promoter act = 0%
  RORg inh = 30%
  NPC1 prom act = 1%
  BRCA1 expr act = -4%
  ELG1 genotoxic = 1%
  MLL CXXC-DNA inh = 1%
  FLuc counter = 5%
